Screening data (PubChem BioAssay)
Mito fusion yeast – mitochondrial division inhibition or fusion activation | 0.23% of 320,000 active | Potency, µM (top dose mostly 46.1 µM), inactives show top-dose growth rescue (activation), hits mostly activators | S. cerevisiae fusion-defective mutant growth rescue, CellTiterGlo 48 h | AID 485298;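 further: potency means the concentration at half of the fitted maximal effect; % of control where 0% means no effect; nearly all actives have a fitted effect of over 45% in size; temperature-sensitive fusion mutants such as fzo1-1 at 37 °C on non-fermentable ethanol glycerol medium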
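Compounds are tested for their ability to restore growth of mitochondrial fusion-defective yeast strains at non-permissive 37C in YPEG medium over 48 hours. Viability is quantified by luciferase luminescence.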
AT treatment – candidate therapy for ataxia-telangiectasia; […] A-T fibroblasts, KAP-1 phosphorylation AlphaLISA; neocarzinostatin DNA damage 30 min before lysis; Potency, µM (series often up to 57.5 µM), for inactives: at the top dose activation, actives largely listed as activators; 0.19% of 320,000 active; further: potency means the concentration at half of the fitted maximal effect; % of control where 0% means no effect; nearly all actives have a fitted effect of over 45% in size
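hTERT-immortalized A-T patient fibroblasts ([…]), 500 cells/well in OPTI-MEM, 1% FBS, got compounds for 60 min, then NCS for 30 min at 37C. Lysates were then assayed for phospho-KAP-1 by AlphaLISA (anti-pKAP1 donor, anti-KAP1 acceptor beads), 6 hr at 25C.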
TSHR antag – antagonists of human thyroid stimulating hormone receptor; P16473; TSHR-expressing cells, TSH-stimulated cAMP HTRF, 2 h; stronger effect = lower value; activity change, negative = inhibition, % at 11.5 µM; 0.2% of 330,000 active; AID 504810;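 active means activity change below a set negative limit, meaning inhibition stronger than a set level, cut at about -70% in these data; inconclusive means activity change between two set negative limits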; further: on the % scale 0 is the no-effect control and ±100 the full control effect
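Read-out is FRET at 665 nm (cryptate excitation 337 nm) from a cryptate-tagged anti-cAMP antibody, competed by cell cAMP against cAMP-d2. Compounds are tested on freshly harvested TSHR cells challenged with 4nM TSH (EC80) for 2 hours at 37 deg C.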
Integrin act MD – activates integrin-mediated alleviation for muscular dystrophy; alpha7betagal myoblasts, beta-gal FDG fluorescence, 48 h; Potency, µM (series often up to 38.3 µM), for the others: at the highest dose activation, usual class: activators; 0.064% of 350,000 active;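 further: potency means the concentration at half of the fitted maximal effect; 100% = response of the positive control SU9516; nearly all actives have a fitted effect of over 60% in size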
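alpha7betagal+/- myoblasts (passage 13, 250/well) treated 48 h at 37C with compounds at 1:260 dilution of DMSO stock. Lysed, then beta-galactosidase activity read as FDG fluorescence (ex 480/em 540) after 30 min, with pre-read for autofluorescence.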
MLL CXXC-DNA inh – blocks binding of human MLL CXXC domain to DNA. Q03164. MLL-CXXC / FITC-HOXA9 DNA fluorescence polarization. Potency, µM (highest dose often 115 µM), without a hit: at the highest dose activity change, negative = inhibition, hits mostly inhibitors. 0.037% of 290,000 active; active means well fitted inhibition curve with a large enough effect in the polarisation, with a control signal flat, not every such curve was filed as active; inconclusive means small, poorly fitted or top-dose-only effect, or effect the other way, or a change in a side signal; inactive means no such curve, though single readings can be large or run the other way; the % refers to the polarisation; further: potency means the concentration at half of the fitted maximal effect
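Steps: dispense CXXC domain solution (7 uM) → pin compounds or unlabeled HOX-A9 DNA control → 5 min ambient → add FLSN-HOX-A9 solution (50 nM) → spin → 30 min ambient → fluorescence polarization. Tris pH 7.5/NaCl/DTT/BSA buffer.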
ASM inhibitor – inhibitors of human secretory acid sphingomyelinase; P17405; 0.006% of 340,000 active; Potency, µM (titrated, usually from 57.5 µM), for the others: top-dose activity change, negative = inhibition, usual class: inhibitors; placental ASM, HMU-PC fluorogenic substrate, 60 min; further: potency means the concentration at half of the fitted maximal effect
Target sequence (P17405 47-631 limits assumed): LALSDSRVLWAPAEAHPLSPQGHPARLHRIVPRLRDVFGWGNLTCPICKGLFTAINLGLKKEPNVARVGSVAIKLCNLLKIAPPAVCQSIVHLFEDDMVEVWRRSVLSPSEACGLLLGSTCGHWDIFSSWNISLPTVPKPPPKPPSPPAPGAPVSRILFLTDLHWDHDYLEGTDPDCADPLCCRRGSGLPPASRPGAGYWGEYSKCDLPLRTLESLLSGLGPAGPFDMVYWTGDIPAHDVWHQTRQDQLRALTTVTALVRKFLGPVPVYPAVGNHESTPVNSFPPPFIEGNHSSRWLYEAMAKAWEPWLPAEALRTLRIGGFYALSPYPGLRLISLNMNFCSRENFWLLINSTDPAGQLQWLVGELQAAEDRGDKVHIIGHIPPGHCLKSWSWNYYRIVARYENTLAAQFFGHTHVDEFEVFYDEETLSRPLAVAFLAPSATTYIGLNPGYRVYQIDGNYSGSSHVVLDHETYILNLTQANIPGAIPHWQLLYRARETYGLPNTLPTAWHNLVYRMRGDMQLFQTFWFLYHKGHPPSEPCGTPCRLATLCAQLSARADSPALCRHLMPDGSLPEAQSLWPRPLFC
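qHTS format. ASM enzyme prepared from human placenta hydrolyses the fluorogenic substrate HMU-PC0 (9 uM final) over 60 min at 37 °C after a 10 min compound preincubation.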
PTAP TSG101 blk – blocks PTAP/TSG101 interaction to inhibit HIV-1 budding; Q99816; Fluorescence polarization, FITC-PTAP peptide / Tsg101 binding; Potency, µM (titrated, usually from 115 µM), for the others: at the top dose activity change, negative = inhibition, usual class: inhibitors; 340,000 tested, under 10 active; active means well fitted inhibition curve with a large enough effect in the main read-out, with a control signal flat, not every such curve was filed as active; inconclusive means small, poorly fitted or top-dose-only effect, or effect the other way, or a change in a side signal; inactive means no such curve, though single readings can be large or run the other way; further: potency means the concentration at half of the fitted maximal effect; % of control where 0% means no effect
Target sequence (Q99816 whole entry, looked up): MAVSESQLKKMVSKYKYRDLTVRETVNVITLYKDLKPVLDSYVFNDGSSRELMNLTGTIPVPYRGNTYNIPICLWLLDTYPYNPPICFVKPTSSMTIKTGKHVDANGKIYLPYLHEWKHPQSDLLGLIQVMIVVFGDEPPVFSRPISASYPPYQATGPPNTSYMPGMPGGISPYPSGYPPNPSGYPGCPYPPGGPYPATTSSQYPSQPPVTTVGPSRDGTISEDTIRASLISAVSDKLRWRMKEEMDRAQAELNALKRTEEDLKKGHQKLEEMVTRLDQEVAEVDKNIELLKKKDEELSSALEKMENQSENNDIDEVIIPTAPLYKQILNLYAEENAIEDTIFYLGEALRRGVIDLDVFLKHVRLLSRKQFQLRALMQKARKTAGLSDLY
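FP read-out: FITC-PTAP peptide, 50 nM final, binding Tsg101 binding domain, 10 uM final; 20 min, r.t.; 10 mM HEPES pH 7.5, 0.15 M NaCl, 0.01% Tween 20, 3 mM EDTA, 0.1 mM TCEP.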
MBNL1-CUG inh – inhibitors of human MBNL1 binding to CUG repeat RNA; TR-FRET MBNL1-His/biotin-(CUG)12 binding, 665/545 ratio; Potency, µM (titrated, usually from 57.5 µM), for the others: top-dose activity change, negative = inhibition, actives largely listed as inhibitors; 0.036% of 280,000 active; active means well fitted inhibition curve with a large enough effect in the signal ratio, with a control signal flat, not every such curve was filed as active; inconclusive means small, poorly fitted or top-dose-only effect, or effect the other way, or a change in a side signal; inactive means no such curve, though single readings can be large or run the other way; the % refers to the signal ratio; further: potency means the concentration at half of the fitted maximal effect; on the % scale 0 is the no-effect control and ±100 the full control effect
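TR-FRET between His-tagged MBNL1 and biotin-(CUG)12 RNA, detected with Tb anti-His antibody (0.055 ng/ul) and streptavidin-XL665 (5 nM), 60 min at room temperature. Compounds titrated 92 nM to 58 uM; 665/545 nm ratio normalized to buffer and complex controls.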
TCR act – activates T cell receptor signaling; primary human leukocytes, anti-CD3, IL-2 HTRF, 48 h; 330,000 tested, under 10 active; Potency, µM (titrated, usually from 9.22 µM), without a hit: at the top dose activation of IL-2 secretion, usual class: activators; further: % of control where 0% means no effect
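Readout: HTRF IL-2, Eu-cryptate/d2 antibody pair, 320nm excitation, 665nm emission. Stimulus: a-CD3 beads, no co-stimulation. Cells: primary human leukocytes. Exposure: 48 hr with compound.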
Menin-MLL TR inh – inhibitors of human menin-MLL interaction, mutant MLL peptide; Menin + Texas Red MLL mutant peptide, fluorescence polarization; Potency, µM (series often up to 61.6 µM), for inactives: at the top dose FP activity change, negative = inhibition, hits mostly inhibitors; 0.23% of 270,000 active; AID 1768; active means well fitted inhibition curve with a large enough effect in the polarisation, with a control signal flat, not every such curve was filed as active; inconclusive means small, poorly fitted or top-dose-only effect, or effect the other way, or a change in a side signal; inactive means no such curve, though single readings can be large or run the other way; the % refers to the polarisation; further: potency means the concentration at half of the fitted maximal effect; % of control where 0% means no effect; many of its hits are not listed in these tables
Active calls of the source: *; ? = inconclusive; . = not tested or not shown; [ ] = another dose, or the depositor's remark. Unless noted, the call rests on the fitted dose curve; in most records, active means well fitted curve in the direction sought with a large enough effect; inconclusive means small, poorly fitted or top-dose-only effect, or another doubt; inactive means no such curve, though single readings can be large; an effect the other way counts as inactive or inconclusive. The list is partial; the hit share may differ from the screen's.

Compound,Mito fusion yeast,AT treatment,TSHR antag,Integrin act MD,MLL CXXC-DNA inh,ASM inhibitor,PTAP TSG101 blk,MBNL1-CUG inh,TCR act,Menin-MLL TR inh
CCC1=C(OC(=O)N(CC)CC)N2C(=O)OC(=NCCc3c[nH]c4ccccc34)[C@]2(C)[C@H]2C1=CC[C@H]1C(=O)NC(=O)[C@H]12,2%,42%,20,0%,10%,1%,-3%,9%,0%,2%
O=C(CSc1nc2[nH]ncc2c(=O)[nH]1)NCCc1ccccc1,1%,-2%,2,18%,4%,8%,-3%,2%,7%,1%
CCC(CC)NC(=O)CCCSc1nc2ccccc2[nH]1,-5%,2%,-8,6%,-1%,3%,-1%,-1%,4%,11%
COCCCN(C(=O)c1ccco1)c1nc(-c2ccc(OC)cc2)cs1,6%,18%,-22,3%,-1%,0%,-1%,0%,.,28%
COc1ccc(S(=O)(=O)N2CCOCC2)cc1NC(=O)COC(=O)c1ccc([N+](=O)[O-])s1,.,-3%,5,-2%,.,-3%,-3%,.,1%,.
O=C(C1=C[C@@H](c2ccc(C(F)(F)F)cc2)C[C@@H](OCc2ccc(CO)cc2)O1)N1CCN(Cc2ccc3c(c2)OCO3)CC1,10%,-16%,11,-41%,2%,-6%,-4%,8%,1%,?
COc1cc(NC(=O)C/C(C)=N/NC(=O)C(=O)NCCO)c(OC)cc1Cl,-8%,-14%,-8,25%,6%,7%,-1%,0%,-2%,.
C/C(Cc1ccccc1)=N/NC(=O)CNC(=O)C(c1ccccc1)c1ccccc1,1%,6%,18,5%,-5%,2%,2%,-12%,-2%,.
O=C1CN(C(=O)COC(=O)c2cccnc2Cl)c2ccccc2N1,-1%,0%,-10,5%,1%,5%,-3%,.,.,8%
O=C(Cc1ccc(-n2cccc2)cc1)NCc1cccs1,-1%,-1%,4,15%,-1%,0%,1%,11%,1%,?
CC1(C)OC(=O)N(CCc2ccccc2)C1(C)O (stereo not drawn),2%,6%,-1,25%,0%,3%,-4%,0%,5%,-9%
O=C(Nc1ccc(CN2CCOCC2)cc1)c1ccc(Br)o1,6%,40%,11,9%,12%,-6%,-5%,3%,3%,?
CC(=O)Nc1ccc(NC(=O)CSc2ccc(C)cc2)cc1,3%,0%,1,13%,-5%,-1%,1%,-5%,-4%,-2%
CCCCON1C(=O)c2cccc3cccc(c23)C1=O,1%,0%,3,6%,-1%,-2%,-1%,?,2%,-8%
O=C(Nc1nc2c(s1)CCCC2)c1ccc(Br)o1,5%,-5%,-8,15%,8%,-5%,-5%,3%,-2%,10%
CC(=O)NN1C(=O)c2ccc3c4c(ccc(c24)C1=O)C(=O)N(NC(C)=O)C3=O,-18%,4%,20,0%,-2%,-12%,-4%,?,.,2%
COc1ccc(OCCSc2nnc3sc4ccccc4n23)cc1,-2%,0%,-8,-4%,-9%,-4%,-4%,0%,6%,?
Cc1ccc(NS(=O)(=O)c2ccc(NC(=O)C(C)Sc3ccc(Cl)cc3)cc2)c(C)c1 (stereo not drawn),-21%,-4%,15,-54%[inhibitor],8%,-17%,-7%,.,-1%[46.1 µM],?
O=C(O)CC1(CC(=O)Nc2ccccc2N2CCOCC2)CCCC1,-8%,7%,7,17%,-6%,1%,-4%,-1%,-60%,.
CCCCn1c(SCC(=O)c2ccc(OC)c(OC)c2)nc2cc(S(N)(=O)=O)ccc21,0%,-2%,-4,11%,5%,-10%,0%,33%[activator],3%,9%
NS(=O)(=O)c1ccc(CNS(=O)(=O)c2ccc(Cl)nc2)cc1,2%,4%,4,-18%,-22%,-1%,-2%,-7%,-4%,8%
CC(=O)c1cccc(CN2CCCC(N3CCN(c4ccccc4F)CC3)C2)c1 (stereo not drawn),-2%,10%,13,15%,-1%,7%,-5%,2%,4%,-15%
CC(=O)C[C@@H](O)CC(=O)[C@@H]1OC(=O)[C@@H](C)C/C=C\Cc2ccccc21,.,12%,-2,0%,.,1%,-2%,.,-1%,.
Cc1ccc(C(=O)Nc2ccc(C)c(S(=O)(=O)N(C)C)c2)s1,-3%,7%,8,-19%,0%,-9%,-5%,7%,-9%[46.1 µM],-8%
O=c1[nH]c2cnccc2n1-c1ccccc1,-2%,6%,6,-11%,-10%,2%,-4%,?,-1%,-6%
Cc1nc2ccccc2n1C(=O)N1CCOCC1,-1%,-2%,11,3%,0%,-2%,-1%,-10%,-3%[46.1 µM],7%
COC(=O)C1=C(C)OC(N)=C(C#N)C1c1cc(OC)c(OCC(N)=O)cc1Cl (stereo not drawn),-2%,14%,-6,16%,13%,3%,-8%,-8%,-2%,?
O=C1Nc2ccc(Br)cc2/C1=C/C(=O)c1ccc2c(c1)OCO2,-15%,-26%,-18,-63%,7%,-11%,-8%,-6%,1%,.
COc1ccc(CNC(=O)CNC(=O)N2CC(=O)Nc3ccccc32)cc1,-2%,14%,-4,?,12%,0%,-1%,-3%,-1%,.
O=C(NCCCc1ccccc1)c1ccc(-n2cncn2)c([N+](=O)[O-])c1,0%,0%,-1,12%,.,-2%,0%,.,4%,.
CC1CN(S(=O)(=O)c2cccc(C(=O)Nc3ccc(S(=O)(=O)Nc4ncccn4)cc3)c2)CC(C)O1 (stereo not drawn),-3%,5%,4,9%,4%,2%,-2%,-18%,-4%,-14%
Cc1cc(C)n(-c2ccc(Cl)c(C(=O)Nc3cc(C(F)(F)F)ccc3Cl)n2)n1,-5%,1%,2,12%,-3%,-5%,-2%,?,1%[46.1 µM],-6%
CCCCN(C(=O)C1CCCC1)c1c(N)n(CCC)c(=O)[nH]c1=O,-7%,0%,2,1%,.,3%,-5%,.,5%,.
O=C(c1ccccc1)N1CCc2[nH]nc(-c3ccccc3)c2C1,1%,0%,-1,7%,2%,3%,-7%,-9%,-1%,.
CC(C)CC(=O)NC(=S)Nc1ccc(S(=O)(=O)Nc2nccs2)cc1,-5%,-7%,5,5%,0%,1%,-4%,.,0%[46.1 µM],17%
CC(C)Oc1ccc(Cn2c(-c3ccco3)n[nH]c2=S)cc1,24%,.,3,12%,-7%,-5%,-7%,-14%,-3%[46.1 µM],8%
COc1ccc(CC(=O)N(C)CC(=O)Nc2ccc(F)cc2)cc1S(=O)(=O)N1CCOCC1,-3%,0%,5,-18%,.,4%,-2%,.,10%,.
Cc1ccc(NC(=O)c2cc(C)nc3ccccc23)c(Br)c1,-2%,15%,-4,-16%,-9%,-1%,0%,3%,.,-12%
O=C(COC(=O)/C=C/c1ccccc1[N+](=O)[O-])NCC1CCCO1 (stereo not drawn),-1%,0%,6,-29%,-7%,6%,0%,?,-1%,5%
COc1ccc(NC(=O)COC(=O)C2CCN(S(=O)(=O)c3cccs3)CC2)cc1OC,.,-5%,31,4%,.,0%,-1%,.,2%[46.1 µM],.
O=C(COc1ccc2c(c1)oc(=O)c1ccccc12)NCCCN1CCOCC1,3%,-9%,5,1%,-12%,-1%,-1%,-21%,17%,-17%
Cc1nonc1C1CCCN1Cc1cn[nH]c1-c1ccc2c(c1)OCO2 (stereo not drawn),1%,14%,1,0%,-7%,5%,-3%,4%,-3%,2%
Cn1cnc(S(=O)(=O)NCc2cccs2)c1,0%,.,-11,-17%,5%,2%,-1%,-6%,1%[46.1 µM],-10%
O=C(CN1C(=O)C2CC=C(Cl)CC2C1=O)NCc1ccccc1 (stereo not drawn),-5%,3%,-3,18%,5%,1%,-11%,12%,-1%,2%
Cc1ccc(C)c(Nc2ccc(C(=O)NCCc3ccccc3)cn2)c1,10%,-6%,-14,-1%,3%,4%,11%,.,1%[46.1 µM],10%
CCOC(=O)Cn1nc(CC)c2ccccc2c1=O,0%,8%,13,5%,3%,3%,-8%,-3%,-5%,13%
Cc1cc(NC(=O)CCC(=O)N(CCC(C)C)C(C(=O)NC2CCCC2)c2cccnc2)no1 (stereo not drawn),-2%,-1%,3,-10%,-3%,4%,0%,-1%,1%,-6%
COc1ccccc1NC(=O)CN1CCN(Cc2ccccc2)CC1,3%,-7%,2,-8%,-3%,1%,-4%,6%,1%,4%
COC(=O)CN(C(=S)Nc1ccc(Cl)cc1)C1CC(=O)N(c2ccc(OC)cc2)C1=O (stereo not drawn),4%,6%,-4,8%,-2%,-8%,-1%,-9%,-2%,?
